# mcGAS inh = blocks mouse cGAS activity | Q8C6L5 | recombinant cGAS, Kinase-Glo ATP depletion luminescence | inhibition, % at 12.5 µM | actives 0.15% (n = 160,000);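 note: 0% = negative control wells and 100% = reference inhibitor with no enzyme activity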
# NPYLR7 agonist = mosquito NPYLR7 agonism; AID 1259423; actives 0.15% (n = 270,000); activation, % at 10 µM; HEK293T NPYLR7/Galpha15, GCaMP6s calcium fluorescence; in the data active = activation above about 40%;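 note: 0% = vehicle and 100% = reference agonist at the receptor; some compounds past the cut are filed as inactive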
# hcGAS inh = blocks human cGAS activity | Q8N884 | inhibition, % at 12.5 µM | actives 0.081% (n = 290,000) | AID 1259398 | recombinant h-cGAS, ATP depletion, Kinase-Glo luminescence;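 note: 0% = vehicle reaction and 100% = reaction without DNA for no activity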
# Target sequence (Q8N884 whole entry, looked up): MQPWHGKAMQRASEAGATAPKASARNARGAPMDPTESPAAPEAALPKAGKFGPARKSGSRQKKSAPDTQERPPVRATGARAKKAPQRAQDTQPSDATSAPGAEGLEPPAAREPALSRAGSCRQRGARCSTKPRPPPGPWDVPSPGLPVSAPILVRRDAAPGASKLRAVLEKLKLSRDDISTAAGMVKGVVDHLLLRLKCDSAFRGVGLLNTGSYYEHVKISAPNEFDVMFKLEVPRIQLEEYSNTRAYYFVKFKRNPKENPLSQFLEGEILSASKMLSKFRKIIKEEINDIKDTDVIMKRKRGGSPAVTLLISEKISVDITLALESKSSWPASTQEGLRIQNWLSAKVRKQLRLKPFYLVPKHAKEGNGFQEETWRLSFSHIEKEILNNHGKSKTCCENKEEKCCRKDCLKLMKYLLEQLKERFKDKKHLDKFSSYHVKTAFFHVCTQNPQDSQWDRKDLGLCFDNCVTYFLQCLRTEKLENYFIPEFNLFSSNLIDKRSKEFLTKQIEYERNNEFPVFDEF
# Active calls of the source: *; nt = no result given; & = joins results of further samples. Cut-off read from the data, not from the text of the source, unless noted: active = inhibition above about 40%; inactive = the rest.
SMILES,mcGAS inh,NPYLR7 agonist,hcGAS inh
CCOCCCN1C(=O)c2ccccc2C1Nc1ccc(C(=O)NOCC)cc1 (stereo unspecified),nt,6.0,-5.9
Cc1cccc(C)c1OCC(=O)NCCSCC(C)(C)O,nt,5.6,-9.0
Cc1sc(=NC(=O)c2ccccc2F)n(CC(=O)NCCN(C)C)c1C,nt,2.8,-20.5
CN(C)c1ccc(CN(CC(F)(F)F)C(=O)Cn2cnnn2)cc1,nt,19.7,-7.1
Cc1cc(C(F)(F)F)c(C#N)c(SCc2nnsc2Cl)n1,nt,0.0,-0.4
COc1cc(NC(=O)N(CC(=O)N2c3ccccc3-n3cccc3C2c2cccc(C)c2)C2CC2)cc(OC)c1 (stereo unspecified),-3.8,6.7,-3.5
Cc1ccc(-c2c(C)oc(C)c2C(=O)N2CCC(NC(=O)OC(C)(C)C)C2)cc1 (stereo unspecified),-4.9,0.2,-7.8
CCOC(=O)N1CCN(C2CCCN(C(=O)CC3CCCC3)C2)CC1 (stereo unspecified),nt,3.4&-3.4,-9.4&-13.2
CN(CCCNC(=O)c1cccnc1Oc1ccc(Cl)cc1)c1ccccc1,-6.0,1.8,-4.9
CN(c1ccccc1)N1CC(C(=O)N2CCCCC2)CC1=O (stereo unspecified),-2.3,-7.8,-8.7
CCN1CCN(c2nc3c(c(=O)[nH]c(=O)n3C)n2Cc2ccc(Cl)cc2)CC1,-6.2,-1.3,-8.3
O=C(Nc1ccc(OC(F)(F)F)cc1)Nc1nc([C@@H]2O[C@H](CO)[C@@H](O)[C@H](O)[C@H]2O)cs1,-0.9,-1.7,-1.7
Cc1cc(C)cc(-n2c(C)cn3c4c(=O)n(CC(C)C)c(=O)n(C)c4nc23)c1,-8.6,5.5,-5.5
COCCN1CCC(CN2CCN(c3ncnc(C)c3C)CC2)CC1,nt,9.6,-2.4
COCc1cc(N2CCOCC2)nc(SCc2ccc(C(=O)NCC3CCCO3)cc2)n1 (stereo unspecified),-4.1,-5.1,-6.4
O=C(Nc1ccc(F)cc1)N1CCN(Cc2ccc3c(c2)CCO3)CC1,nt,-5.0,-4.2
O=S(=O)(Nc1ccc(S(=O)(=O)Nc2nccs2)cc1)c1ccc(F)cc1,-5.1,23.8,-2.5
CCOc1ccccc1CN(CC)C(=O)c1occc1C,-15.5,-2.2,0.1
Cc1cc(SCc2n[nH]c(=S)o2)nc(N2CCCC2)n1,nt,0.4,-1.2
O=C(NCCc1ccccc1)N1CCCCC1CCn1cccn1 (stereo unspecified),nt,18.6,-5.5
CCC1CN(Cc2c(C)cc(O)cc2C)CCN1C(C)C (stereo unspecified),nt,-5.3,-2.3
O=C(Nc1ccc(SCc2cccnc2)nn1)c1ccco1,nt,-2.2,-3.0
O=C1N=c2ccccc2=C1c1sc(=S)n(NC(=O)c2ccncc2)c1O,-3.6,3.0,-2.8
CCc1ccc(CN(C)Cc2nc(COc3ccccc3)no2)nc1,-2.8,3.2&-9.9,-7.2&-3.4
COCCNc1nc(SC)nc2c1cnn2CCNC(=O)c1ccc2c(c1)OCO2,-6.4,nt,-0.6
COc1ccc(CCN(Cc2ccco2)C(=O)CN(CCN2CCOCC2)C(=O)C2CCC2)cc1OC,-6.0,nt,-2.1
CCc1[nH]n(-c2cc(C)ccc2C)c(=O)c1C1=C(N2CCCCC2)C(=O)N(C(C)C)C1=O,-1.8,-5.4,-3.7
O=C(COc1ccccc1)N1CCCN(c2nc3ccccc3nc2-c2ccccc2)CC1,2.8,11.2,-3.8
COc1cc(NC(=O)CCC2CCCN(C(=O)c3c[nH]c4ccccc34)C2)cc(OC)c1 (stereo unspecified),-2.4,-3.2,-0.5
Cc1ccccc1NC(=O)COc1ccc(C)c2c1C(=O)CC2C (stereo unspecified),-9.1,-0.2,-15.2
Cc1ccc(-n2nc(-c3ccccc3)c3c2N(CC(=O)NCc2cccnc2)C(=O)CSC3c2ccccc2C)cc1 (stereo unspecified),-0.1,9.5,-2.9
CC(=O)c1cccc(-c2ccnc3c2CC(C(=O)NCC2CC2)O3)c1 (stereo unspecified),-5.7,1.9,-3.5
CCC(C)(C)C(=O)Nc1nc2c(s1)C(=O)CC(C)(C)C2,nt,2.7,-8.5
CCCCn1nc(C2CC2)nc1[C@@H]1CCC[C@H](N)C1,-5.9,nt,-22.3
CC(C)CCN1CCCn2cccc2C1c1cccc(O)c1 (stereo unspecified),-6.5,22.3,-8.4
CCOCCOC(=O)C1=C(C)NC2=C(C(=O)CCC2)C1c1ccc(CC)cc1 (stereo unspecified),-1.4,-6.3,1.0

# Some of the entries so far, as tab-separated lines.
mol	mcGAS inh	NPYLR7 agonist	hcGAS inh
CCc1[nH]n(-c2cc(C)ccc2C)c(=O)c1C1=C(N2CCCCC2)C(=O)N(C(C)C)C1=O	-1.8	-5.4	-3.7
O=C(COc1ccccc1)N1CCCN(c2nc3ccccc3nc2-c2ccccc2)CC1	2.8	11.2	-3.8
COc1cc(NC(=O)CCC2CCCN(C(=O)c3c[nH]c4ccccc34)C2)cc(OC)c1 (stereo unspecified)	-2.4	-3.2	-0.5
Cc1ccccc1NC(=O)COc1ccc(C)c2c1C(=O)CC2C (stereo unspecified)	-9.1	-0.2	-15.2
Cc1ccc(-n2nc(-c3ccccc3)c3c2N(CC(=O)NCc2cccnc2)C(=O)CSC3c2ccccc2C)cc1 (stereo unspecified)	-0.1	9.5	-2.9
CC(=O)c1cccc(-c2ccnc3c2CC(C(=O)NCC2CC2)O3)c1 (stereo unspecified)	-5.7	1.9	-3.5

# The listing continues:
SMILES,mcGAS inh,NPYLR7 agonist,hcGAS inh
C=C(Br)CSc1nc2nc(C)c(C)c(C)n2n1,nt,6.5,-7.0
NC(=O)c1cnn2cc(-c3[nH]ncc3[N+](=O)[O-])cnc12,-7.8,-8.6,-2.9
O=C1CCCN1CCCNS(=O)(=O)c1ccc2c(c1)CN(C(=O)C(F)(F)F)CC2,-3.1,-0.6,-2.8
CCc1nc2n(n1)C(=O)C(C(c1ccccc1F)N1CCN(Cc3ccccc3)CC1)S2 (stereo unspecified),-7.9,-2.4,-9.2
NCc1ccccc1COc1ccccc1Cl,-4.6,1.3,-7.6
CCOc1cc(CN2CCCn3cccc3C2c2ccc([N+](=O)[O-])cc2)ccc1O (stereo unspecified),nt,0.1,-5.1
O=C(NC(C(=O)N1CCOCC1)C1CCN(C(=O)Cc2ccccc2)CC1)c1ccccc1 (stereo unspecified),0.3,-9.1,0.8
CC(C)(C)Sc1ccc2nn(CC(=O)Nc3ccc(Cl)cc3)c(=O)n2n1,-9.1,nt,-8.4
CCOC(=O)c1c(C)n(OC)c2ccc3nonc3c12,-0.8,4.0,1.1
CCOC(=O)CC(=O)Nc1ccc(-c2onc3c2CCc2ccccc2-3)cc1,1.1,3.2,0.5
CC(=O)c1cccc(N=c2oc3ccc4ccccc4c3cc2C(N)=O)c1,-3.6,-7.0,-2.0
COc1ccccc1C1=NN(C(=O)CN2CCc3ccccc3C2)C(c2ccccc2Cl)C1 (stereo unspecified),0.9,-0.2,1.8
COc1cc(OC)cc(C(=O)Nc2cccc(-c3cccc(-c4ccccc4OC)n3)c2)c1,-5.6,-7.5,-5.8
Cc1cc(C)n(C(=O)c2sccc2S(=O)(=O)N(C)c2ccc3c(c2)OCCO3)n1,-2.1,-1.9,-0.3
Cc1c(C(=O)C(F)(F)F)c2ccccc2n1CC(=O)N(C)c1ccccc1,nt,4.8,-16.4
CCOc1nc(-c2ccccc2C)n(-c2ccc(NC(=O)c3ccccc3Cl)cc2)n1,-7.7,19.5,-4.8
O=C(NCCc1ccc(Br)s1)c1cnccn1,-9.2,9.0,-9.7
CN1CCN(S(=O)(=O)c2ccc(Cl)c(N)c2)CC1,nt,-9.7,6.0
O=C(c1ccc(CSCc2ccc(Cl)cc2)cc1)N1C2CCC1CC(Oc1cccc(C(F)(F)F)c1)C2 (stereo unspecified),-7.5,6.7,-11.0
CN1CC2(CCN(C(=O)c3c4c(nn3C)CCCC4)C2)OC1=O (stereo unspecified),nt,1.5,-4.3
C=Cc1c(C)c2[n-]c1=Cc1[n-]c(c(CC)c1C)C=c1[n-]c3c(c1C)C(O)=C(C(=O)O)C=3c1[n-]c(c(C)c1CCC(=O)O)C=2.[Cu],nt,-8.1,27.2&20.0
CCCCOc1ccc(C(=O)N(Cc2c(C)nn(-c3cccc(F)c3)c2N2CCN(CC)CC2)C2CC2)cc1,3.1,-12.2,3.9
O=C(NCCc1ccc(F)cc1)c1ccc(-c2cc(-c3cccc4ccccc34)[nH]n2)cc1,-5.2,-0.9,-4.6
CC(=O)N1N=C(c2ccco2)OC1C(=O)N1CCN(c2ccccc2)CC1 (stereo unspecified),nt,12.5,-2.5

# Complete entries from above. Values in the order: mcGAS inh	NPYLR7 agonist	hcGAS inh
# CCCCn1nc(C2CC2)nc1[C@@H]1CCC[C@H](N)C1 is listed with -5.9	nt	-22.3
# Cc1cc(C)n(C(=O)c2sccc2S(=O)(=O)N(C)c2ccc3c(c2)OCCO3)n1 is listed with -2.1	-1.9	-0.3
# CCOCCCN1C(=O)c2ccccc2C1Nc1ccc(C(=O)NOCC)cc1 (stereo unspecified) is listed with nt	6.0	-5.9

# Further structures.
SMILES,mcGAS inh,NPYLR7 agonist,hcGAS inh
O=C(CN1CCCc2cc(F)cc(F)c21)NCCc1ccccc1,nt,-4.2,-4.7
CC(N)=C(C#N)C(=O)COC(=O)c1ccc(C)s1,nt,14.9,-4.4
COC(=O)c1ccc(COC(CN2CCN(C(=O)C3CCCCC3)CC2)c2ccc(Cl)cc2)cc1 (stereo unspecified),-4.8,nt,-2.6
C=CCC(CC(=O)O)C(=O)Nc1ccc(C(C#N)c2ccccc2)cc1 (stereo unspecified),-2.0,-6.7,-8.6
O=C(OC(C(=O)N1CCOCC1)c1ccccc1)c1cc(Cl)c2c(c1)OCO2 (stereo unspecified),nt,13.7,-9.0
COc1ccc(C)cc1NCCC(=O)N1CCn2cccc2C1C (stereo unspecified),nt,-6.2,-4.2
COC(=O)CSc1nc2c(c(=O)n(C)c(=O)n2C)n1CCCc1ccccc1,-2.2,nt,2.2
CCOC(=O)N1CCN(C(=O)Cc2csc(NC(=O)CN(CC(C)C)C(=O)c3ccc(OC)cc3)n2)CC1,-6.0,-6.7,-8.6
CCOC(=O)c1sc(N)c(C(=O)OCC)c1CSc1nncn1C(C)C,nt,-0.3,-6.1
CCN(Cc1cccs1)C(=O)CSc1nnc(-c2ccccc2)n1C,nt,8.3,-10.1
COc1ccc2cc([C@H](C)C(=O)O)ccc2c1,-2.4&0.1,-7.0&-6.5&-7.4&1.4&-5.4,-2.8&0.0&5.4&1.4&2.7
Cc1ccc(C)c(Cn2ccnc2CN(C(=O)C2CC2)C2CCCCC2)c1,-6.1,22.8,-5.9
CCc1nc([C@H]2CN(C)C[C@@H]2C(=O)N2CCNC(=O)CC2)c(C)[nH]1,-15.0,7.7,-8.1
O=C(Nc1cccc(-n2cnnn2)c1)C1CCCN(Cc2cccnc2)C1 (stereo unspecified),-2.5,20.7&-2.5,-12.8&-9.5
CC(C)c1nc(CCN(C)C(=O)c2cnn3ccn(C)c23)no1,nt,2.1,-2.3
O=C(OCCc1cccnc1)c1cc(F)cc(F)c1,nt,0.2,-7.5
O=S(=O)(c1ccc(Br)cc1)N1CCCN(c2nc3ccccc3nc2-c2ccccc2)CC1,-4.1,8.8,-0.8
CC1(C)CC(=O)c2c(nc3sc(C(=O)c4ccc5c(c4)OCCO5)c(N)c3c2-c2ccccc2)C1,-7.4,9.7,-6.3
CCCc1cc(CN(C)C(=O)c2ccoc2C)[nH]n1,nt,-1.3,3.3
COc1ccc(C(=O)N2CCSC23C(=O)N(Cc2ccccc2Cl)c2ccccc23)cc1 (stereo unspecified),-3.3,-1.2,-3.8
COc1ccc(OC)c(S(=O)(=O)n2ccnc2C)c1,-3.0,1.5,-1.9
CC(=O)c1cc([N+](=O)[O-])c(Sc2ccc(F)cc2F)s1,-7.9,-0.6,-5.7
COc1cccc(CCC(=O)N2CCC(n3cnc4ccc(C)cc43)CC2)c1,-4.8,19.0,-1.9
CC(Nc1ccc2c(c1)NC(=O)CS2)C(=O)Nc1ccc(Br)cc1 (stereo unspecified),nt,-1.2,2.1
CN1C[C@H](NC(=O)C2(S(=O)(=O)c3ccccc3)CC2)C[C@H]1CO,-18.1,-1.0,-2.4
CCOC(=O)c1cc(C(C)(C)C)n(C2CCN(S(=O)(=O)c3ccc(Oc4ccccc4)cc3)CC2)n1,-3.7,17.1,0.1
CCOC(=O)Cc1c(C)nc2ncnn2c1N1CCN(C(=O)c2ccco2)CC1,-4.9,nt,-4.0
Cc1cc2c(Nc3c([N+](=O)[O-])ccc4c3=NC3(CCCCC3)N=4)cccc2nn1,nt,-2.9,6.5
O=C(c1csc(-c2cccs2)n1)N(CCC(F)(F)F)CC1CC1,-17.2,2.1,-9.7
CNc1ccc(/C=C\CCCO)cn1,nt,1.7,-10.9
O=C(NCC(=O)N1CCOC(Cc2ccccc2)C1)c1ccco1 (stereo unspecified),-7.9,23.5,-5.1
O=C(O)c1cccnc1CN1CCN(c2cccc(Cl)c2Cl)CC1,-14.5,-0.1,-5.2
CCCCCc1ccc(C(=O)Oc2ccc(-c3nc4ccc(Br)cn4c3NC(C)(C)CC(C)(C)C)cc2OC)cc1,0.2,-10.6,1.8
Cn1c2c(c3ccccc31)CN(C(=O)NC1CCCCC1)CC2,-3.9,nt,-3.3
COC(=O)c1ccc(S(=O)(=O)N2CCN(Cc3ccncc3)CC2)cc1,nt,-6.0,11.4
O=C(c1cncn1-c1ccc(F)cc1)N1CCN(S(=O)(=O)c2cc(F)ccc2F)CC1,nt,-6.4,-4.5
COc1ccc(CCNC(=O)CN2CCN(C(N)=O)CC2)cc1,nt,8.3,-6.6
CC1Sc2ccc(C#N)cc2N(Cc2ccccc2)C1=O (stereo unspecified),nt,-0.7,-6.9

# Screens as filed in PubChem BioAssay.
